SENP7 inh: SENP7 protease inhibitors, primary screen, biochemical, luminescence, uHTS; Sentrin-specific protease 7 (Homo sapiens), Q9BQF6; recombinant SENP7, Z-RLRGG-aminoluciferin luminescence, 40 min; inhibition, % at 5 µM; 330,000 compounds, 1.5% hits; AID 434973, 2010;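 active = inhibition above about 50% at the single test dose, limit read from the data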;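 note: plate controls were DMSO with enzyme for no effect and no enzyme buffer wells for full effect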
SENP8 block-1: SENP8 protease inhibitors, primary screen, biochemical, luminescence. 330,000 compounds, 1.2% hits. purified SENP8, Z-RLRGG-aminoluciferin cleavage. Sentrin-specific protease 8 (Homo sapiens), Q96LD8. AID 2540, 2010. inhibition, % at 10 µM; in the data active = inhibition above about 50%
Target sequence (Q96LD8 whole entry, looked up): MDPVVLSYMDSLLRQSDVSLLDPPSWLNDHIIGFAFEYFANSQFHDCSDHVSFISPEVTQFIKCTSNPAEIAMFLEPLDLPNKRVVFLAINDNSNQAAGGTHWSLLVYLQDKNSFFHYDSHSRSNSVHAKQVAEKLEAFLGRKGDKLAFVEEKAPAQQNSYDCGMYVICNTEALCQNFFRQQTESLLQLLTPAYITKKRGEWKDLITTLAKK
SENP6 inh: SENP6 protease inhibitors, primary screen, biochemical, luminescence, uHTS | Sentrin-specific protease 6 (Homo sapiens), Q9GZR1 | Recombinant SENP6 catalytic domain, aminoluciferin luminescence | inhibition, % at 10 µM | 330,000 compounds, 1.8% hits | AID 2599, 2010;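 active = inhibition above about 50% at the single tested dose, limit read from the data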;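 note: plate controls were DMSO wells with enzyme for no effect and DMSO wells lacking enzyme for full effect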
Apaf-1 inh: inhibitors of human Apaf-1 apoptosome, primary screen, biochemical, DEVD-Rh110 fluorescence, uHTS | reconstituted apoptosome caspase-3 activity | Apoptotic protease-activating factor 1 (Homo sapiens), O14727 | 330,000 compounds, 0.71% hits | inhibition, % at 20 µM; active = inhibition of at least 40% at 20 µM;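 note: plate controls were DMSO wells for no effect and DEVD-CHO caspase inhibitor wells for full effect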
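Material: cell-free apoptosome with Apaf-1, procaspase-3 and caspase-9; Buffer or medium: Hepes pH 7.5 with detergent and BSA; Reagent: cytochrome c trigger plus (Z-DEVD)2-Rh110 caspase-3 substrate; Times: compound with Apaf-1, dATP, procaspase-3 30 min, then 50 min reaction, room temperature; Technique: Rh110 fluorescence intensity.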
PfG6PD inh: PfG6PD enzyme inhibitors, primary screen, biochemical, fluorescence intensity, uHTS; 350,000 compounds, 0.78% hits; inhibition, % at 20 µM; glucose-6-phosphate dehydrogenase-6-phosphogluconolactonase (Plasmodium falciparum 3D7); PfGluPho enzyme, NADPH resazurin-diaphorase fluorescence;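 active = inhibition reaching at least a set limit at 20 µM in the primary screen, cut at about 59% in these data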;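 note: 0% = DMSO wells with substrate and 100% = DMSO wells lacking glucose-6-phosphate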
HKDC1 inh: HKDC1 hexokinase inhibitors, primary screen, biochemical, fluorescence, uHTS | recombinant HKDC1, G6PDH/diaphorase resazurin coupled fluorescence | Q2TB90 | AID 493160, 2011 | 340,000 compounds, 0.16% hits | inhibition, % at 20 µM;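 active = inhibition above about 35% when tested at 20 µM, limit read from the data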;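 note: plate controls were DMSO wells with enzyme for no effect and DMSO wells lacking enzyme for full effect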
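test system = in-house recombinant HK5 (HKDC1) enzyme | amount = HKDC1 at 5 µg/mL | control set = DMSO-enzyme wells negative, buffer-substituted wells positive | compound = one dose of 20 µM, 1% DMSO | schedule = reaction time 90 min, room temperature, protected from light | technique = resorufin fluorescence at 613 nm | reagent = glucose with 1 mM ATP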
SENP1 inh: human SENP1 catalytic domain inhibitors, primary screen, biochemical, FRET, uHTS; Sentrin-specific protease 1 (Homo sapiens), Q9P0U3; AID 624204, 2012; inhibition, % at 10 µM; 360,000 compounds, 0.21% hits; recombinant SENP1 catalytic domain, CyPet-SUMO1-YPet FRET cleavage;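 active = inhibition at least 30% at 10 µM, raw YFP signal under a set limit, fluorescence ratio 0.5 to 1.5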;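 note: 0% = enzyme with DMSO and 100% = no enzyme wells; some results filed as inactive read as strong as hits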
Target sequence (Q9P0U3 419-644 limits assumed): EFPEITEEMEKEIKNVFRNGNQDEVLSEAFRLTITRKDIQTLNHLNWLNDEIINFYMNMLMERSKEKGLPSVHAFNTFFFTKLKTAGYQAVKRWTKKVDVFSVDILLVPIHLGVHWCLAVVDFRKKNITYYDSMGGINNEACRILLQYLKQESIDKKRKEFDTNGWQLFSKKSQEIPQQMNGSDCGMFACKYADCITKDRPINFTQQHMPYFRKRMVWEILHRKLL
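Assay system: hSENP1 catalytic domain, recombinant. Amount: SENP1 enzyme, 20 pM final. Schedule: 50 min reaction, RT, dark. Technique: FRET, CFP and YFP emission. Control set: no-enzyme wells low, DMSO-plus-enzyme wells high control.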
NLRP3 yeast inh: NALP3 inflammasome inhibitors in reconstituted yeast, primary screen, luminescence, uHTS. Yeast reconstituted NLRP3/ASC/caspase-1, beta-gal luminescence, 24 h. inhibition, % at 10 µM. 330,000 compounds, 0.39% hits;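 active = inhibition of 50% or more; inactive = inhibition below 50%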;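 note: plate controls were induced DMSO wells for no effect and uninduced yeast grown without galactose for full effect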
SENP8 block-2: human SENP8 protease inhibitors, primary screen, biochemical, fluorescence, Nedd8 protein substrate, uHTS | Sentrin-specific protease 8 (Homo sapiens), Q96LD8 | recombinant SENP8 | inhibition, % at 20 µM | 360,000 compounds, 0.64% hits | AID 602440, 2012; in the data active = inhibition mostly above about 40%, no sharp cut-off; inactive = mostly below about 27%
The depositor's hits bear a star. These rows are one share of the data, so the mix of outcomes need not match the whole.

SMILES | SENP7 inh | SENP8 block-1 | SENP6 inh | Apaf-1 inh | PfG6PD inh | HKDC1 inh | SENP1 inh | NLRP3 yeast inh | SENP8 block-2
Oc1ccc(C[C@H]2NCCc3cc(O)c(O)cc32)cc1O | 2 | 9 | 13 | 7 | 53 | 7 | -4 | 13 | -4
CSC1=NP(=S)(SC)N2CCCC2=C1C#N (stereo not drawn) | 3 | 0 | -6 | 0 | 5 | -1 | 1 | 3 | 18
O=C1CCN(C(=O)CNC(=O)Cc2ccccc2)CC1 | -3 | 6 | 10 | -9 | -11 | 2 | 1 | 16 | 17
CC(=O)N1N=C2C3CCN(CC3)C2C1c1ccccc1 (stereo not drawn) | -2 | -8 | -17 | -18 | -10 | 4 | 2 | 12 | 8
C[C@H]1CCCC(=O)CCCCCc2cc(O)cc(O)c2C(=O)O1 | -3 | -3 | -5 | 12 | -4 | -1 | 5 | 22 | 7
O=c1[nH]c(CN2CC=C(c3ccccc3)CC2)nc2cc(C(F)(F)F)ccc12 | -5 | 0 | -5 | 4 | 18 | -1 | -26 | 1 | -230
CCOC(=O)c1c(C=O)c2ccccc2n1Cc1ccccc1 | -12 | -8 | 15 | 14 | -9 | 3 | 2 | 9 | 11
O=c1[nH]c(=O)n(Cc2ccc(F)cc2)c(O)c1C=NCC1CCCO1 (stereo not drawn) | -5 | -9 | -13 | 4 | 1 | -2 | 0 | 26 | 7
CC(=O)N(C1=NCCCS1)c1ccccc1Cl | 2 | -5 | -15 | -3 | -7 | -6 | 0 | 2 | -1
O=C1C2(c3ccccc3)CN3CN(C2)CC1(c1ccccc1)C3 | -18 | -4 | -5 | -12 | 6 | 13 | 0 | 9 | 7
CCC12C=CCN3CCC4(c5cc(Br)c(OC)cc5N(C)C4C(O)(C(=O)OC)C1OC(C)=O)C32 (stereo not drawn) | 1 | -3 | -9 | 8 | 13 | -1 | -1 | 3 | 5
CCOc1c(P(=S)(N(C)C)N(C)C)c(C)nn1-c1ccccc1 | 3 | 5 | 17 | 15 | -22 | -5 | 3 | 35 | 4
CCc1nn(CC(=O)N2CCC3(CC2)OCCO3)c(=O)c2cc3ccccc3n12 | 6 | 9 | 3 | 14 | -4 | -7 | 2 | -5 | -119

Exported with values under each structure: entries from further up.
Order of values – SENP7 inh, SENP8 block-1, SENP6 inh, Apaf-1 inh, PfG6PD inh, HKDC1 inh, SENP1 inh, NLRP3 yeast inh, SENP8 block-2
O=c1[nH]c(=O)n(Cc2ccc(F)cc2)c(O)c1C=NCC1CCCO1 (stereo not drawn)
 : -5, -9, -13, 4, 1, -2, 0, 26, 7
CC(=O)N(C1=NCCCS1)c1ccccc1Cl
 : 2, -5, -15, -3, -7, -6, 0, 2, -1
O=C1C2(c3ccccc3)CN3CN(C2)CC1(c1ccccc1)C3
 : -18, -4, -5, -12, 6, 13, 0, 9, 7
CCC12C=CCN3CCC4(c5cc(Br)c(OC)cc5N(C)C4C(O)(C(=O)OC)C1OC(C)=O)C32 (stereo not drawn)
 : 1, -3, -9, 8, 13, -1, -1, 3, 5
CCOc1c(P(=S)(N(C)C)N(C)C)c(C)nn1-c1ccccc1
 : 3, 5, 17, 15, -22, -5, 3, 35, 4
